# Bioassay records deposited in PubChem BioAssay by several laboratories.
# ROMK primary = ROMK potassium channel modulators, primary screen, cell-based, thallium flux, MLSMR library; ATP-sensitive inward rectifier potassium channel 1 (Homo sapiens), P48048; Tet-inducible ROMK, thallium flux fluorescence; actives lie on both sides; B-score at 10 µM; actives 2% (n = 130,000); AID 1918, 2009;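 active = signal ratio slope over the read window, or its plate-corrected B-score, at least 3 SD from the plate mean, either direction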;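 note: B-score of the F/F0 ratio slope over 7 to 12 s after thallium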
# Target sequence (P48048 whole entry, looked up): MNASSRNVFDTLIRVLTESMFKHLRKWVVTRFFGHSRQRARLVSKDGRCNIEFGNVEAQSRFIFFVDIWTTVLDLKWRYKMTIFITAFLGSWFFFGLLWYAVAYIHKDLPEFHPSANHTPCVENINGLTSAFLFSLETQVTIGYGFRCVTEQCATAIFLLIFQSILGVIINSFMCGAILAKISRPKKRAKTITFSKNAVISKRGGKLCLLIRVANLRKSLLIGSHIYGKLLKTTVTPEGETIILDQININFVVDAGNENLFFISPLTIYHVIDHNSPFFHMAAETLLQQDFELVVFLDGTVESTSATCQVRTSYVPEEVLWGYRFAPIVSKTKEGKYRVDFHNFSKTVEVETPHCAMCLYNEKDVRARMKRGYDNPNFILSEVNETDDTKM
# STAT3 act = IL-6 driven STAT3 reporter potentiators, primary screen, U3A cells, luciferase, luminescence, MLSCN library; IL-6 STAT3-luciferase reporter; 100% = signal with IL-6 EC80 alone; activation (% of control), % at 5.6 µM; actives 0.91% (n = 190,000); AID 871, 2007;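 active = activation above the screen-wide mean of compound activation plus 3 SD, cut at about 130% in these data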;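 note: 0% = background luminescence of wells with medium and substrate only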
#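 System – human U3A cells carrying STAT3-luciferase construct · Probe or stimulus – Interleukin-6, 33 ng/mL · Schedule – compound 1 h, then IL-6 6 h at 37 °C · Signal – luminescence from STAT3-driven luciferase reporter · Evaluation – percent of IL-6-only median luminescence · Benchmarks – IL-6-only high control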
# PPARg SRC3 recr = PPARgamma agonists recruiting SRC-3 coactivator, primary screen, biochemical; biochemical PPARgamma/SRC-3 coactivator recruitment assay; AID 731, 2007; actives 0.26% (n = 200,000); Peroxisome proliferator-activated receptor gamma (Homo sapiens), P37231; activation, % at 8 µM; in the data active = activation above about 23%;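 note: 0% = DMSO and 100% = reference agonist; some compounds past the cut are filed as inactive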
# STAT3 inh = IL-6 driven STAT3 reporter inhibitors, primary screen, U3A cells, luciferase, luminescence, MLSCN library; actives 0.89% (n = 190,000); inhibition, % at 5.5 µM; AID 862, 2007; IL-6 STAT3-luciferase reporter; host cell line lacks STAT1;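 active = inhibition above the mean inhibition across all screened compounds plus 3 SD, cut at about 44% in these data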;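 note: 0% = DMSO only wells and 100% = 100 µM nifuroxazide control wells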
# PPARg SRC-2 ag = agonists of PPARg-SRC-2 recruitment, primary screen, biochemical, HTS; actives 0.34% (n = 200,000); PPARgamma LBD-SRC-2 recruitment; Peroxisome proliferator-activated receptor gamma (Homo sapiens), P37231; activation, % at 8 µM; in the data active = activation above about 22%;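 note: 0% = vehicle and 100% = reference agonist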
# TNAP act hiacc = TNAP activators at high phosphate acceptor level, primary screen, biochemical, luminescence, uHTS; purified TNAP, CDP-star luminescence, 1 M DEA, 30 min; active compounds read high; 0 = EDTA background, 1 = DMSO-only activity; AID 1136, 2008; activation factor at 20 µM; Alkaline phosphatase, tissue-nonspecific isozyme (Homo sapiens), P05186; 200,000 tested, under 10 active;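 active = activation factor at least 2 at 20 µM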
# Target sequence (P05186 whole entry, looked up): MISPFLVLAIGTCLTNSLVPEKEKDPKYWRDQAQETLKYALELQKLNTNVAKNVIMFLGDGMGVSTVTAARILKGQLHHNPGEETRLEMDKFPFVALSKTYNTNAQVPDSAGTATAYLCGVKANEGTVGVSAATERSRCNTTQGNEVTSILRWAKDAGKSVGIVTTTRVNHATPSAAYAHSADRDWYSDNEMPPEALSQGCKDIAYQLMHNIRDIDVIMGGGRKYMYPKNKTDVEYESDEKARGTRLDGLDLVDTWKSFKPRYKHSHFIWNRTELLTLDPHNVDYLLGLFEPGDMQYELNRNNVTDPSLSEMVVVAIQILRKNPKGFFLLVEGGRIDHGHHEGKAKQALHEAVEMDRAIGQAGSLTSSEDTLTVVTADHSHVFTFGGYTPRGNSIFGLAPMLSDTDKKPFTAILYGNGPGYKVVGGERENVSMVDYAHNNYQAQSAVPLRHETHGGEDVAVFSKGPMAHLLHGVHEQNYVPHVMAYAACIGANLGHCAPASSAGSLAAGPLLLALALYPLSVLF
#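 Assay system: human TNAP; Input: enzyme diluted 1/800 final; Reagent: CDP-star luminogenic substrate at 100 µM final; Timing: 30 min, room temperature; Signal: luminescence; Evaluation: TNAP activation factor scaled between EDTA and DMSO control wells.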
# bIAP inh = bovine intestinal alkaline phosphatase inhibitors, primary screen, selectivity assay for TNAP inhibitor project, biochemical, bovine IAP, CDP-star luminescence; inhibition, % at 20 µM; 190,000 tested, under 10 active; alkaline phosphatase, intestinal [Bos taurus]; AID 1019, 2008; purified bovine IAP, 30 min;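 active = over 50% inhibition of intestinal alkaline phosphatase at 20 µM in the single-dose screen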
#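 test system = bovine IAP enzyme | medium = DEA buffer 100 mM, pH 9.8, with MgCl2 1.0 mM, ZnCl2 0.02 mM | detection = luminescence | dosing = single compound dose of 20 µM, 2% DMSO final | incubation = 30 min reaction at room temperature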
# STAT1 inh = STAT1 signaling inhibitors, primary screen, cell-based, HTS, luciferase reporter | NIH 3T3 STAT1-luciferase reporter, IFN-gamma, luminescence | inhibition, % at 5.5 µM | actives 0.35% (n = 200,000) | AID 920, 2007;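 active = inhibition above a set limit, the mean inhibition across all tested compounds plus 3 SD, cut at about 34% in these data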;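 note: 0% = IFN-gamma with DMSO and 100% = IFN-gamma with 300 µM nifuroxazide; values of inactives mirror those of a sister screen read the other way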
# TR-FRET SRC-2 ct = TR-FRET signal artefacts, primary screen, artefact control for PPARgamma SRC-2 agonist project, biochemical; TR-FRET artefact counter-screen; active compounds read high; TR-FRET ratio at 8 µM; actives 0.4% (n = 200,000); in the data active = TR-FRET ratio above about 2000; note: inactives centre near 1500
# PPARg SRC-1 ag = PPARgamma agonists recruiting SRC-1 coactivator, primary screen, biochemical; actives 0.41% (n = 200,000); AID 631, 2007; activation, % at 8 µM; Peroxisome proliferator-activated receptor gamma (Homo sapiens), P37231; PPARgamma-SRC-1 coactivator recruitment biochemical assay; in the data active = activation above about 19%;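 note: 0% = DMSO and 100% = reference agonist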
# bIAP activator = bovine intestinal alkaline phosphatase activators, primary screen, biochemical, bovine IAP, CDP-star luminescence. actives 0.17% (n = 200,000). alkaline phosphatase, intestinal [Bos taurus]. purified bovine IAP, 30 min; active compounds read high; fold of DMSO-control signal, blank-subtracted. activation factor at 20 µM;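 active = activation factor of 2 or more at 20 µM, a signal rise over negative controls twice the positive control's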
# * marks the source's active call; other numbers are inactive results; . = not tested or not shown.
SMILES,ROMK primary,STAT3 act,PPARg SRC3 recr,STAT3 inh,PPARg SRC-2 ag,TNAP act hiacc,bIAP inh,STAT1 inh,TR-FRET SRC-2 ct,PPARg SRC-1 ag,bIAP activator
CSc1ccccc1NC(=S)Nc1cc(C)cc(C)c1,-0.23,92,3,9,6,1,7,2,1594,5,0.9
Cc1c(Cl)cccc1NC(=S)NCCN1CCOCC1,0.26,95,-2,8,-6,1,-1,7,1540,-2,1
Cc1ccc(C(C)n2cc(C(=O)NCc3ccncc3)nn2)cc1 (centres undefined),0.014,103,-5,4,-1,1.1,12,0,1621,-4,0.9
CCOCC(=O)Nc1c(C(=O)OCC)oc2ccccc12,-0.16,104,-5,-3,-3,1,-2,-4,1471,-12,1
COc1ccc(OC)c2c(C)cc(N3CCN(C(=O)c4ccc(F)cc4)CC3)nc12,.,101,3,-2,7,1,-4,0,1541,5,1
COc1ccc(C2CC(C(F)(F)F)n3nc(C(=O)O)cc3N2)cc1OC (centres undefined),0.92,99,15,2,-1,1,2,1,1605,1,1
O=C1c2ccccc2C(=O)N1CCCOc1ccccc1,-0.0017,98,15,6,0,1,11,-32,1723,3,0.9
O=S(=O)(c1ccc2c(c1)OCCO2)N1CCC(n2nnc3cc(C(F)(F)F)ccc32)CC1,.,92,-3,15,-5,1.1,10,2,1359,-2,0.9
COc1ccc(CNC(=O)CCc2nc(-c3ccccc3F)no2)c(OC)c1,.,96,2,9,7,1,1,6,1574,0,1
O=C(/C=C/c1ccco1)Nc1nc(-c2ccccn2)cs1,0.6,114,4,-18,4,1,-24,-31,1566,1,1.2
Cc1cc(N/N=C/c2ccc(O)cc2O)nc(-c2ccccc2O)n1,0.67,93,-1,6,3,1,8,-24,1524,1,0.9
Cn1c(SCC(=O)Nc2cccc(S(=O)(=O)NC3=NCCCCC3)c2)nnc1-c1ccncc1,1.1,100,0,11,1,1,-11,-9,1534,3,1.1
COc1ccc(NC(=O)CCN2C(=O)c3ccc([N+](=O)[O-])cc3C2=O)c(OC)c1,.,102,-1,-3,-6,1,4,-5,1542,-1,1
Cc1cccc(-n2c(=O)[nH]c3c(C(N)=O)nc(CC(C)C)nc32)c1,-0.86,109,-4,-10,2,1,-13,6,1417,7,1.1
c1coc(-c2nnc3sc(-c4cccs4)nn23)c1,-0.038,96,12,10,8,1.1,24,-9,1756,17,0.8

# Sorted by value in ROMK primary (largest number first): three of the compounds above
Structure | ROMK primary | STAT3 act | TNAP act hiacc | bIAP inh | STAT1 inh | bIAP activator
COc1ccc(C2CC(C(F)(F)F)n3nc(C(=O)O)cc3N2)cc1OC (centres undefined) | 0.92 | 99 | 1 | 2 | 1 | 1
Cc1c(Cl)cccc1NC(=S)NCCN1CCOCC1 | 0.26 | 95 | 1 | -1 | 7 | 1
Cc1ccc(C(C)n2cc(C(=O)NCc3ccncc3)nn2)cc1 (centres undefined) | 0.014 | 103 | 1.1 | 12 | 0 | 0.9

# (list continues)
SMILES,ROMK primary,STAT3 act,PPARg SRC3 recr,STAT3 inh,PPARg SRC-2 ag,TNAP act hiacc,bIAP inh,STAT1 inh,TR-FRET SRC-2 ct,PPARg SRC-1 ag,bIAP activator
CN(c1ccccc1)S(=O)(=O)c1cccc(NC(=O)CSc2nnc(N)s2)c1,-1.4,88,5,17,-2,1,4,22,1594,3,1
O=C(CSc1nc2ccccc2o1)Nc1ccccc1N1CCOCC1,.,101,1,0,3,1,-8,5,1566,-2,1.1
Cn1c2c(c(=O)n(C)c1=O)CN(Cc1ccco1)CN2,.,99,2,7,9,1.1,11,-4,1607,8,0.9
NC(=O)CC[C@H](NC(=O)c1ccc(F)cc1)C(=O)OCC(=O)Nc1c(F)c(F)c(F)c(F)c1F,-0.62,110,3,-7,-12,1,11,-9,1429,-11,0.9
CCOCCCNC(=O)CCc1ccc(S(=O)(=O)Nc2ccc(C)cc2)cc1,-0.55,104,4,6,1,1.1,2,9,1501,1,1
O=C(NCc1ccccc1F)C1CCCN1C(=O)NCc1ccccc1 (centres undefined),0.26,96,5,10,8,1.1,1,6,1357,-2,1
CC1=NNC(=O)C1C(c1ccccc1)C(C#N)C#N (centres undefined),-0.9,102,3,-2,4,1,-4,-3,1427,0,1
COc1cccc(/C=N/Nc2ccc(C(=O)O)cc2)c1O,-0.29,15,6,100*,8,1,15,91*,1684,4,0.9
O=C1NC(=S)SC1=C1CCCCCC1,1.2,101,6,7,-1,1,4,-1,1435,1,1
COc1ccc(/C=N/Nc2ccc([N+](=O)[O-])cc2)cc1Cn1cc([N+](=O)[O-])cn1,0.16,93,6,14,-3,0.8,.,-1,1460,0,0.5
CCn1c(SCC(=O)Nc2cc(C)c(Cl)cc2OC)nnc1-c1ccco1,.,101,11,1,-3,1,1,-5,1319,-3,1
Clc1ccccc1-c1nc(-c2cccnc2)no1,.,120,0,-21,-4,1,12,-31,1316,-8,0.9
O=C(Nc1nc2ccccc2[nH]1)C1CCCO1 (centres undefined),.,95,-2,12,-1,1.1,-24,-5,1579,5,1.2
Cc1cc(C(=O)Cn2nnc(-c3ccc(Cl)cc3)n2)c(C)n1CC1CCCO1 (centres undefined),-2.1,95,1,11,-5,.,.,-1,1556,5,.
Cc1cnc(C(=O)Nc2ccc(S(=O)(=O)NCC(C)C)cc2)cn1,0.45,98,0,8,-2,1,-3,4,1634,9,1
CCOc1ccccc1N1CCN(CC(=O)c2c(N)n(C)c(=O)n(C)c2=O)CC1,0.94,100,1,7,-2,1,-15,3,1627,6,1.1
CCCCCCCCCCCCCCCCn1cc[n+](CC(C)=O)c1,-4.9*,98,-2,9,-5,1.2,-417,22,1601,5,5.2*
Cc1cccc(C)c1N1CCN(c2nc(N(C)C)oc(=O)c2C#N)CC1,.,92,2,16,5,1,2,-5,1724,4,1
CCCCOP(=O)(c1ccc(N(C)C)cc1)C(O)c1cccnc1 (centres undefined),.,103,-2,-1,-4,1.1,5,7,1369,3,0.9
Cc1cc(N2CCCC2)nc2ccccc12,0.87,94,0,13,2,1.1,-4,-9,1472,2,1
COc1ccc(C2C(C#N)=C(N)Oc3n[nH]c(C)c32)cc1CSc1ccccn1 (centres undefined),0.13,99,10,4,-2,1,4,-3,1455,0,1
COCCn1nnnc1C(c1ccccc1OC)N1CCN(c2ccccc2F)CC1 (centres undefined),.,114,-1,-8,3,1.1,-6,-3,1303,-1,1.1
Cc1ccc(O)c(NC(=O)c2cccc(S(=O)(=O)N3CCCCC3)c2)c1,.,90,17,15,15,1,24,6,1743,-1,0.8
CC(=O)N1N=C(c2ccc(C)cc2)OC1c1ccc(C(C)C)cc1 (centres undefined),.,133,3,-37,0,1.1,7,-73,1685,7,0.9
CCCCNC(=O)CCn1c(=S)[nH]c2cc3c(cc2c1=O)OCO3,.,99,2,10,-6,1,1,-2,1658,5,1
CCC1CCCCN1C1Sc2ccc(C(=O)OC)cc2NC1=O (centres undefined),0.48,102,-3,0,2,1,-9,-2,1531,-7,1.1
COc1ccc(C(=O)OCC(=O)N(C)C2CCS(=O)(=O)C2)cc1S(=O)(=O)N1CCCc2ccccc21 (centres undefined),-0.39,118,-2,-9,-4,1.1,-10,-7,1342,4,1.1
O=C1COc2ccc(C(=O)CSc3nnc(Cc4cccs4)n3-c3ccccc3)cc2N1,-0.045,96,-1,5,0,1,-1,-8,1541,-4,1
FC(F)(F)c1cc(Cl)c2nc(-c3ccccc3)cn2c1,.,158*,3,-73,9,1,2,-26,1424,0,1
O=C(N/N=C/c1ccc(Cl)cc1)c1sccc1OCc1ccc(F)cc1,.,107,-1,-3,6,1,13,-21,1557,3,0.9
O=C(C(=O)N1CCN(C(=O)c2ccco2)CC1)c1c[nH]c2ccccc12,-1.3,109,0,-10,-4,1,13,-12,1405,4,0.9
CCC(=O)N1CCN(c2ccc(NC(=O)c3ccc(C#N)cc3F)cc2Cl)CC1,0.012,85,-1,23,4,1,-3,7,1589,2,1
CC(=O)Nc1cccc(/C(C)=N/NS(=O)(=O)c2ccccc2)c1,-0.13,98,0,7,15,1,0,1,1753,-12,1
COC(=O)c1[nH]c2ccccc2c1NC(=O)C(C)N1CCN(C(=O)c2ccco2)CC1 (centres undefined),.,111,0,-8,3,1.1,2,2,1689,3,1
CN=C1SC(CC(=O)Nc2c(C)cccc2C)C(=O)N1/N=C/c1cccs1 (centres undefined),.,93,-1,8,-1,1,-28,3,1595,0,1.3
CSc1nc(Oc2ccc(=O)[nH]n2)nc(N(C)C)n1,-0.012,100,0,3,-4,1,-6,8,1639,-2,1.1
O=C(CSc1ncn[nH]1)N1N=C(c2ccc(Cl)cc2)CC1c1ccco1 (centres undefined),-0.12,103,-2,7,-8,1,-43,6,1456,-9,1.4
Cc1noc2ncc(C(=O)c3cc(F)ccc3O)cc12,.,105,7,-4,6,1,19,3,1506,3,0.8
COc1ccc(-c2cc(-c3ccccc3)n[nH]2)c(O)c1,-0.21,89,-2,20,-2,1.1,-24,-1,1526,7,1.2
Cc1cc(NC(=O)CNC(=O)C2CCCCC2)no1,.,100,3,10,4,1.1,7,-8,1441,-5,0.9
COc1ccc(S(=O)(=O)Cc2ccc(C(=O)NCc3ccco3)o2)cc1,.,93,-3,16,6,1.1,5,0,1694,2,0.9
COc1cc(NC(=O)c2ccc(C)c([N+](=O)[O-])c2)ccc1NC(=O)c1ccco1,-0.065,82,0,24,6,1,-2,6,1490,14,1
Cc1c(NC(=O)C(C)OC(=O)c2ccc(Br)o2)c(=O)n(-c2ccccc2)n1C (centres undefined),-0.21,105,-3,-2,7,1,-14,1,1641,5,1.1
OCCCCCNc1ncnc2ccccc12,.,80,-5,26,-6,1,-14,16,1408,3,1.1
CC(=O)n1c2ccccc2c2c1c1ccccc1n2C,0.42,106,1,0,1,1,12,4,1517,10,0.9

# This is a random part of the collection. About 3.7% of those tested had a hit in this group.
